PGC1a acetyl inh – PGC1a acetylation modulation, inhibitor mode | U2OS PGC1a acetylation, AlphaScreen anti-acetyl-lysine; with virally co-expressed GCN5 acetyltransferase | inhibition, % at 15.6 µM | 350,000 tested, 0.17% active | AID 651687;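 active = every replicate shows inhibition of at least 40%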;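 note: 0% = neutral control wells and 100% = positive control wells; some results beyond the cut were filed as inactive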
Statin myotox sup – suppressors of simvastatin-induced myotoxicity in C2C12 myotubes | rescue of ATP level, % at 7.49 µM | ATP luminescence, 48 h; scaled: DMSO 0, geranylgeraniol control 100 | AID 602340 | 330,000 tested, 0.78% active;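 active = mean ATP rescue above about 67%, or every replicate alone reaching that limit, limit read from the data, passing the limit was not always enough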;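 note: myotubes were challenged with 10 µM simvastatin during compound exposure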
LGR2 inh – Drosophila LGR2 receptor signaling inhibition. HEK293 LGR2, CRE-luciferase, bursicon-stimulated, 4 h. inhibition, % at 9.99 µM. 380,000 tested, 0.35% active;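 active = drop in luminescence signal, shown as inhibition above about 50% in the replicate tests, limit read from the data, passing the limit was not always enough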;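 note: agonist challenge used bursicon conditioned medium at about half maximal strength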
INS-1E GSIS act – primary screen for activators of insulin secretion dependent on glucose, INS-1E cells, GLuc reporter luminescence; INS-1E GLuc reporter insulin secretion, 2-3 h; 370,000 tested, 0.61% active; activation, % at 16.6 µM;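 active = lowest replicate activation of at least 40%, so every replicate reaches that level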;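 note: 0% = median of neutral control wells and 100% = median of IBMX positive control wells; some compounds called inactive have numbers as strong as hits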
PglD DTNB – PglD (C. jejuni) enzyme inhibition | 360,000 tested, 0.098% active | purified PglD enzyme, DTNB colorimetric CoA detection | inhibition, % at 12.5 µM; in the data active = inhibition above about 16%, passing the limit was not always enough; note: strong numbers were not always called active
PAX8 inh HTS – PAX8 transcriptional activity inhibition. RMG-I TPO-luciferase reporter, SteadyGlo, 24 h. inhibition, % at 12.6 µM. 360,000 tested, 1.2% active. AID 652154;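 active = mean replicate inhibition at least 60% with every replicate also reaching 60%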;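 note: luciferase light reporting Pax8 driven TPO promoter activity; plate controls were median of neutral control wells for no effect and mitoxantrone controls for full effect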
ARNT TACC3 PPI – disruptors of human ARNT/TACC3 interaction; 390,000 tested, 0.66% active; AlphaScreen His-ARNT PAS-B/GST-TACC3 binding, luminescence; TACC3 fragment carries E629A point mutation; Q9Y6A5; inhibition, % at 9.99 µM;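 active = mean inhibition of replicates at least 50% and at least half of replicates each reaching 50%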;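 note: 0% = complete ARNT plus TACC3 wells and 100% = ARNT alone without TACC3; many hits fall short of the cut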
Cneo AK release – causes C. neoformans cell lysis. adenylate kinase release luminescence, 4 h; normalised: neutral wells 0, clomiphene wells 100. lysis activity, % at 15 µM. 360,000 tested, 0.2% active. AID 651654;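 active = mean lysis activity across replicates of at least 80%, whatever share of replicates individually reach that level; inactive = mean lysis activity below 80%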
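Material: C. neoformans cells; Schedule: 4 h static compound exposure, 37 °C, read 1 h post-reagent; Measured by: adenylate kinase release luminescence; Read-out: signal increase indicating cell lysis; Controls: Clomiphene as positive lysis control.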
* hit, by the source's call; · = not tested or not shown.

SMILES	PGC1a acetyl inh	Statin myotox sup	LGR2 inh	INS-1E GSIS act	PglD DTNB	PAX8 inh HTS	ARNT TACC3 PPI	Cneo AK release
Cc1[nH]ccc2cc3nc4ccccc4c3cc12	-1	3	·	·	2	-3	·	1
Cn1ccnc1SCC(=O)Nc1cccc(C(F)(F)F)c1	-16	10	-5	-8	0	·	-2	-1
COc1ccc(C#Cc2cnc3c(c2)C(=O)N([C@@H](C)CO)C[C@H](C)[C@@H](CN(C)C(=O)CC2CC2)O3)cc1	-1	-1	-6	-16	2	-14	-2	88*
COc1ccccc1CNC(=O)COC(=O)c1cc(=O)c2ccccc2o1	11	-8	-18	10	-2	-8	23	-2
Cc1cccn2c(=O)c3cc(C(=O)NCC4CCCO4)c(=N)n(CCc4ccccc4)c3nc12 (configuration not stated)	-9	-2	-5	3	1	20	7	1
CS(=O)(=O)c1cccc(C(=O)OCCCC(=O)c2ccccc2)c1	7	-14	14	20	3	-9	-6	0
CN(C)CCN(C(=O)CCS(=O)(=O)c1ccccc1)c1nc2c(F)cccc2s1	-7	-1	-10	14	0	7	-5	0
CCn1cc(C=C2C(=O)c3ccccc3C2=O)c2ccccc21	14	7	1	3	0	-8	·	0
CCCCC(CC)COC1(c2ccccc2)OC(=O)c2ccccc21 (configuration not stated)	-12	-25	·	·	8	·	-42	0
C[C@@H]1CN([C@H](C)CO)C(=O)Cc2cc(N(C)C)ccc2O[C@H]1CN(C)S(=O)(=O)c1ccc(Cl)cc1	-5	5	-20	-1	-3	8	-2	-23
CC(NC(=O)C(Cc1ccccc1)n1cccc1)c1ccccc1 (configuration not stated)	-6	·	-9	-25	·	2	5	·
CO[C@@H]1CN(C)C(=O)c2cc(NS(C)(=O)=O)ccc2OC[C@@H](C)N(C(=O)C2CCCC2)C[C@H]1C	·	5	-9	3	0	-30	-2	4
O=C(NCCNCc1ccc(F)cc1)c1ccco1	-3	-8	·	·	5	·	-1	0
CCC(CC)C(=O)Oc1c(Sc2ccccc2[N+](=O)[O-])c(C)nn1C(C)(C)C	·	·	8	-17	·	13	22	·
CCCCCCCC(=O)N/N=C/c1cccnc1	-20	15	5	12	1	·	4	-2
C[C@@H]1CN([C@@H](C)CO)C(=O)c2cccc(NS(C)(=O)=O)c2O[C@@H]1CN(C)C(=O)Nc1ccc(C(F)(F)F)cc1	4	0	12	-5	-1	3	-1	53
COc1ccc(C)cc1Nc1n[n+](-c2ccccc2)c(-c2ccc(NC(C)=O)cc2)s1	5	-8	-9	2	6	-6	12	1
CCOc1cccc(C(=O)Nc2cccc(C(C)=O)c2)c1	2	-6	-20	13	3	-105	·	2
COc1ccc(C(O)C(CN2CCOCC2)c2ccccc2)cc1 (configuration not stated)	4	-12	·	·	8	1	-3	-1
CC1CCCC(NC(=O)CSc2nnc(-c3cccnc3)o2)C1C (configuration not stated)	-3	1	6	-3	-2	-4	·	2
COc1cccc(Nc2nc(C)cc(C)c2C#N)c1	-18	-30	·	·	-1	2	7	-2
O=S(=O)(Cc1ccccc1)Cc1cnc(Cl)s1	10	1	16	2	-3	7	-94	-1
O=C(Nc1ccccc1)c1ccc[n+](Cc2ccc([N+](=O)[O-])cc2)c1	-3	·	7	4	-4	-15	3	5
O=C(NCc1cccc(F)c1F)C1CCC(=O)N(C2CCCCCC2)C1 (configuration not stated)	0	·	9	-10	4	-15	-16	0
O=C(Nc1ccccc1)C1CCCN1S(=O)(=O)c1cccs1 (configuration not stated)	·	2	8	-6	-1	·	-4	5
CCOc1ccc(OCCC(=O)OCC(=O)Nc2cc(S(=O)(=O)N3CCOCC3)ccc2C)cc1	·	1	-20	-13	-2	-4	1	3
Cc1cc(C)c(C(=O)COC(=O)c2cccc(S(=O)(=O)N3CCOCC3)c2)cc1C	6	-3	-26	·	-6	-6	·	-1
COc1ccc(NC(=O)COC(=O)c2cc(S(=O)(=O)N3CCCC3)ccc2O)cc1	7	2	-5	-14	·	-13	-3	·
CCOc1ccccc1N(CC(=O)NCc1ccco1)C(=O)CCC(=O)Nc1nccs1	·	3	-13	7	3	2	-21	-3
O=C(NCCCN1CCOCC1)c1cc2ccccc2cc1O	·	-3	-11	8	·	-3	2	·

Part of the list above in order of SMILES length, rising:
SMILES	PGC1a acetyl inh	Statin myotox sup	LGR2 inh	INS-1E GSIS act	PglD DTNB	PAX8 inh HTS	ARNT TACC3 PPI	Cneo AK release
O=S(=O)(Cc1ccccc1)Cc1cnc(Cl)s1	10	1	16	2	-3	7	-94	-1
COc1ccc(NC(=O)COC(=O)c2cc(S(=O)(=O)N3CCCC3)ccc2O)cc1	7	2	-5	-14	·	-13	-3	·
C[C@@H]1CN([C@@H](C)CO)C(=O)c2cccc(NS(C)(=O)=O)c2O[C@@H]1CN(C)C(=O)Nc1ccc(C(F)(F)F)cc1	4	0	12	-5	-1	3	-1	53

Part of the list above, as a markdown table:
| Molecule | PGC1a acetyl inh | Statin myotox sup | LGR2 inh | INS-1E GSIS act | PglD DTNB | PAX8 inh HTS | ARNT TACC3 PPI | Cneo AK release |
| --- | --- | --- | --- | --- | --- | --- | --- | --- |
| O=C(Nc1ccccc1)c1ccc[n+](Cc2ccc([N+](=O)[O-])cc2)c1 | -3 | · | 7 | 4 | -4 | -15 | 3 | 5 |
| O=C(NCc1cccc(F)c1F)C1CCC(=O)N(C2CCCCCC2)C1 (configuration not stated) | 0 | · | 9 | -10 | 4 | -15 | -16 | 0 |
| O=C(Nc1ccccc1)C1CCCN1S(=O)(=O)c1cccs1 (configuration not stated) | · | 2 | 8 | -6 | -1 | · | -4 | 5 |

The results go on.
SMILES	PGC1a acetyl inh	Statin myotox sup	LGR2 inh	INS-1E GSIS act	PglD DTNB	PAX8 inh HTS	ARNT TACC3 PPI	Cneo AK release
COCCn1c(=O)[nH]c2cc(C(=O)N3CCN(c4ccc(Cl)cc4)CC3)ccc2c1=O	-3	9	-6	39	-3	22	2	1
CC(C)C[C@@H](CN1CCC[C@@H]1CN1C(=S)NC[C@@H]1Cc1ccccc1)N1C[C@H](Cc2ccc(O)cc2)N(CC2CCCCCC2)C1=S	12	4	9	-5	-1	4	·	0
O=C(NC1CCCCC1)C(c1ccccc1)N1CCOCC1 (configuration not stated)	-6	-5	19	10	-2	·	-8	1
COc1ccc(OC)c(S(=O)(=O)N(C)CC(=O)Nc2ccc3c(c2)OCO3)c1	-4	5	·	·	-2	·	-1	-1
O=c1oc(-c2cccs2)nc2scc(-c3cccs3)c12	-2	·	·	·	-3	·	1	0
CC(C)OC(=O)N(C)C[C@@H]1OCc2cn(nn2)CCCC(=O)N([C@@H](C)CO)C[C@@H]1C	-2	-7	12	3	2	·	6	6
COc1ccc(S(=O)(=O)NCC2CCCN(C(=O)c3sccc3C)C2)cc1 (configuration not stated)	·	·	7	6	·	14	-1	·
COc1cccc(NC(=S)NC(=O)c2c(Cl)c(C)nn2C)c1	·	·	-41	23	·	-20	-4	·
O=C(NCC1CCCO1)c1ccc2c(c1)N(Cc1ccc(Cl)cc1)CCS2 (configuration not stated)	-4	2	2	-42	-6	17	·	-1
CCc1nnc(NC(=O)CSCc2cc(=O)n3ccsc3n2)s1	1	-8	-7	-2	2	-5	-3	-1
Cc1ccc([C@@H]2C[C@H]3[C@@H](CN2S(=O)(=O)c2ccc(Cl)cc2)C(=O)C[C@@H](c2ccc(C)cc2)N3S(=O)(=O)c2ccc(Cl)cc2)cc1	3	7	2	-2	-7	1	·	5
CC[C@]12c3[nH]c4ccccc4c3CCN1C(=O)C(CC(=O)NCCCn1ccnc1)C[C@@H]2C(=O)N1CCN(C(=O)C2CC2)CC1 (some centres not stated)	2	8	12	0	6	-1	26	13
O=C(c1ccc(OC2CCN(CCc3ccccc3)CC2)cc1)N1CCCC(O)C1 (configuration not stated)	33	-6	-16	0	-3	-5	20	-8
COc1ccc(/C=C(/NC(=O)c2ccccc2)C(=O)N/N=C/c2ccc3c(c2)OCO3)cc1OC	9	47	·	·	-4	·	-15	1
CCCN(CCC)c1ccc(/C=C/c2ccc3cc(OCC)ccc3n2)cc1	3	-6	-61	8	-2	-26	-5	5
COc1ccc(NC(=O)N(C)C[C@H]2OCCCC[C@@H](C)Oc3ccc(NC(=O)Nc4ccc5c(c4)OCO5)cc3C(=O)N([C@@H](C)CO)C[C@H]2C)cc1	3	9	-8	4	1	5	6	2
COc1ccc(OCCn2c(NC(=O)c3ccco3)nc3ccccc32)cc1	7	5	·	·	5	·	·	3
C[C@H](CO)N1C[C@H](C)[C@H](CN(C)C(=O)Nc2ccc3c(c2)OCO3)Oc2ccc(N(C)C)cc2CC1=O	-8	-10	17	15	-3	-4	2	-1
COc1ccccc1/C=C/C(=O)/C=C/c1ccccc1O	3	26	-22	19	2	43	1	4
C[C@@H]1CN([C@@H](C)CO)S(=O)(=O)c2ccc(-c3cccnc3)cc2O[C@H]1CN(C)Cc1ccncc1	-6	-29	4	8	1	·	2	-3
O=S(=O)(NCC1CCCO1)c1ccc2ccccc2c1 (configuration not stated)	-3	4	3	17	1	·	0	-1
CN1CCN(C(=O)C[C@H]2CC[C@H]3[C@@H](COC[C@H](O)CN3C(=O)Nc3ccc4c(c3)OCO4)O2)CC1	-1	-9	-14	9	-5	-100	-3	-2
C[C@H](CO)N1C[C@H](C)[C@H](CN(C)CC2CC2)Oc2cc(-c3cncnc3)ccc2S1(=O)=O	4	0	4	13	3	·	3	-12
C[C@@H]1CN([C@H](C)CO)C(=O)c2cc(C#CCc3ccccc3)cnc2O[C@@H]1CN(C)C(=O)C1CCC1	8	36	3	1	-3	-6	-1	-4
N#Cc1c(NC(=O)CSc2ncnc3c2cnn3-c2ccccc2Cl)sc2c1CCCC2	-9	0	·	·	-1	·	-1	-2
CCOC(=O)c1cnn(CCOC(=O)C(C)(C)C)c1NC(=O)C(C)(C)C	14	-5	12	-3	0	·	3	0
CCOC(=O)c1ccc(NC(=O)Nc2c(C)nn(C)c2C)cc1	0	-2	5	17	0	·	3	-2
O=C(Oc1ccc(Cl)c2ccccc12)N1CCCCC1	-27	14	·	·	0	·	-15	-12
CC(C(=O)Nc1ccccc1C(=O)O)n1c(C(F)(F)F)nc2ccccc21 (configuration not stated)	·	9	12	21	·	-13	-1	·
CCCCCNC(=O)CCc1ccccc1	·	·	·	·	7	2	-4	-3
O=C(COC(=O)c1ccc(S(=O)(=O)N2CCCCC2)cc1)Nc1ccccc1	-1	3	0	·	1	6	-8	11
COc1ccc(C)cc1NC(=S)NC(C)c1ccc(OC)c(OC)c1 (configuration not stated)	·	·	10	1	·	25	-2	·
CCn1c(=O)[nH]c2cc(C(=O)N3CCN(c4ccccc4)CC3)ccc2c1=O	-1	13	-4	-3	·	·	-1	·
CC(C)c1ccc(NC2CCCN(C(=O)c3ccco3)C2)cc1 (configuration not stated)	-5	-19	-10	4	-1	-34	5	-1
Cc1c(NC(=S)N/N=C/C=C/c2ccccc2)c(=O)n(-c2ccccc2)n1C	3	8	-2	-5	7	6	-21	1
COc1ccccc1C(c1c(N)n(C)c(=O)n(C)c1=O)C(C)[N+](=O)[O-] (configuration not stated)	-5	·	7	-6	-3	1	·	0
COc1ccc(-c2cnc3c(c2)C(=O)N([C@@H](C)CO)C[C@H](C)[C@@H](CN(C)C(=O)C2CCCCC2)O3)cc1	8	4	-4	-10	-4	29	7	5
COc1ccc(NC(=O)N(C)C[C@H]2Oc3ccc(NC(=O)CCN4CCOCC4)cc3CC(=O)N([C@@H](C)CO)C[C@H]2C)cc1	5	1	9	0	1	-9	25	11
Cc1ccccc1Nc1nc(N)nc(COC(=O)CCNS(=O)(=O)c2ccccc2)n1	·	2	31	-1	1	-6	13	-2
C[C@@H]1CN([C@@H](C)CO)C(=O)c2cc(C#Cc3cccnc3)cnc2O[C@H]1CN(C)Cc1ccc(F)cc1	-7	-7	-18	6	1	-12	9	7
COCC(=O)Nc1ccc2c(c1)[C@H]1C[C@H](CC(=O)NCc3ccc(OC)cc3)O[C@@H](CO)[C@H]1O2	2	8	-3	-3	3	8	5	-3
O=C(Nc1cc(C(F)(F)F)ccc1N1CCOCC1)c1cncc(Br)c1	·	-3	·	·	-2	-3	1	1
